Platelet DG rel – platelet dense granule release activity. human platelet-rich plasma, SFLLRN dense granule ATP release, luminescence. 300,000 tested, 0.22% active. inhibition, %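 (compounds screened at 7.5 µM in platelet-rich plasma)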;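 active = mean replicate score, as percent of positive control, at or above 50; inconclusive = mean below 50 but at least one replicate at or above 50; inactive = mean and every replicate below 50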
KLF5 inh – suppresses KLF5 promoter-driven expression. DLD-1 KLF5 promoter-luciferase reporter, luminescence. inhibition, % at 5 µM. 290,000 tested, 0.23% active. AID 1700;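 active = inhibition above a per-plate limit of that plate's mean compound inhibition plus 3 SD, cut at about 60% in these data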;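 also: 0% = DMSO wells and 100% = LY294002 at 200 µM; higher means less KLF5 promoter-driven luciferase light; inactives centre near -14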
HSP90 inh – HSP90 refolding inhibition in rabbit reticulocyte lysate; inhibition, % at 5.6 µM; luciferase refolding luminescence, 3 h; 290,000 tested, 0.91% active; AID 1789;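 active = inhibition above the screen-wide mean plus 3 SD, computed separately per campaign, cut at about 16% in these data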;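 also: 0% = DMSO wells and 100% = 60 µM geldanamycin wells; inhibitors lower the luminescence because luciferase stays unfolded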
IEC-6 cytotox – kills IEC-6 intestinal cells in KLF5 counter-screen; IEC-6 cytotoxicity, luminescence viability; inhibition, % at 5 µM; 290,000 tested, 0.78% active; AID 1825; in the data active = inhibition above about 22%;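 also: 0% = plate median of test compound wells and 100% = cytotoxic reference compound wells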
HIF act – HIF pathway transcriptional activation | U2OS HRE-luciferase reporter, luminescence; normalized: DMSO 0%, desferrioxamine 100% | activation, % at 7.5 µM (by protocol) | 300,000 tested, 0.32% active | AID 1910;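 active = mean activation of at least 10% of the iron chelator positive control signal, with at least half of replicates also reaching 10%; inconclusive = mean and replicate majority disagree about reaching 10%; inactive = mean and most replicates under 10%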
aSyn UTR inh – 5' untranslated region of α-synuclein, MLPCN primary screen; AID 1813; inhibition, % (tested at 7.5 µM); alpha-synuclein 5'UTR reporter, inhibitor activity; 300,000 tested, 0.82% active; in the data active = inhibition above about 60%; inconclusive = no clear call, values can overlap the other calls;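 also: H4 neuroglioblastoma cells stably carrying SNCA 5'UTR luciferase fusion; 0% = DMSO wells and 100% = positive control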
AI-2 QS modul – modulators of Vibrio harveyi AI-2 quorum sensing system. Vibrio harveyi JMH597 AI-2 luminescence/OD600 ratio, 9 h; active compounds read low; strain lacks LuxN and CqsS sensors; 0 = neutral-control median. activity change, % at 7.5 µM. 300,000 tested, 0.4% active. AID 2094; in the data active = activity change below about -75%, passing the limit was not always enough; inconclusive = no clear call, values can overlap the other calls;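 also: luminescence divided by OD600 gain over 9 h not by final OD600 alone; inactives centre near 13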
HSF1 activator – increases HSF-1 driven luciferase reporter signal; NIH3T3-HGL HSF-1 luciferase reporter, MG132, 8 h; 100% = twice DMSO control signal; activation, % at 9 µM; 300,000 tested, 1.7% active;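 active = mean replicate activation of at least 50% with a set share of replicates each reaching 50%; inconclusive = only one of those two conditions met; inactive = mean below 50% and too few replicates reaching it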;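 also: 0% = median of the neutral control wells and 100% = twice that signal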
HSF1 inh – HSF1 inhibition | NIH3T3-HGL HSE-luciferase, MG132-induced, luminescence 8 h; active compounds read low | activity change, negative = inhibition, % at 7.5 µM (by protocol) | 300,000 tested, 0.77% active;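 active = more than half of replicate wells show activity change below -50%, luminescence cut by over half; inconclusive = some wells, but at most half, below -50%; inactive = no replicate well below -50%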;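 also: luciferase reports HSF-1 transcriptional activity via heat shock element; 0% = median of DMSO wells and -100% = zero luminescence signal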
HDAC3 inh – blocks human histone deacetylase 3; O15379; recombinant HDAC3, fluorogenic peptide/trypsin coupled, fluorescence; inhibition, % at 8.3 µM; 320,000 tested, 0.15% active; AID 2718; in the data active = inhibition above about 26%, passing the limit was not always enough; inconclusive = no clear call, values can overlap the other calls
Target sequence (O15379 whole entry, looked up): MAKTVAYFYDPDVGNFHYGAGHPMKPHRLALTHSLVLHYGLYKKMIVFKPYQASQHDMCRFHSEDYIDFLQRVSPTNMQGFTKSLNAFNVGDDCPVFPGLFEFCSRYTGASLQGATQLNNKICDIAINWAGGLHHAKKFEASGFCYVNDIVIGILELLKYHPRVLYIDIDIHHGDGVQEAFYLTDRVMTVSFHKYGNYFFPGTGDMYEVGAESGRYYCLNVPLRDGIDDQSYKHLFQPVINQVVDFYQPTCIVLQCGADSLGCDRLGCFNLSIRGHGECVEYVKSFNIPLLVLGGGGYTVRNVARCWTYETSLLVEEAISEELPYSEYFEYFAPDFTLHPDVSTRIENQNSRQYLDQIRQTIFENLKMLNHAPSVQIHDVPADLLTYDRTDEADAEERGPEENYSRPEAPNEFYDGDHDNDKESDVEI
* hit, by the source's call; ? = inconclusive; . = not tested or not shown.

Order of results: HSP90 inh	Platelet DG rel	HSF1 inh	HSF1 activator	aSyn UTR inh	HIF act	HDAC3 inh	IEC-6 cytotox	KLF5 inh	AI-2 QS modul
- CCOc1ccc(S(=O)(=O)N2CCCCC2)cc1NC(=O)C1CSC2(C)CCC(=O)N12 (centres undefined)
    .	-3	-2	-9	-5	0.8	9	.	.	8
- C[N+](C)(C)CCCN(Cc1ccc2c(c1)OCO2)C(=O)NC1CCCCC1
    -2	-26	-3	-1	-12	0.0	6	-4	-19	16
- CCOc1ccc(N(CC(=O)NC2CCCC2)S(=O)(=O)c2ccccc2)cc1
    -5	-2	-2	6	-4	0.5	8	-5	-12	13
- COc1cccc(-n2c(SCC(=O)N3CCOCC3)nc3c([nH]c4ccccc43)c2=O)c1
    -5	16	-3	-18	-14	457*	0	-4	-40	16
- CC(C)c1ccc(/C=C2\SC(=O)N(CC(=O)NC3C=CS(=O)(=O)C3)C2=O)cc1 (centres undefined)
    -6	1	21	35	-69	0.1	14	-2	-125	-1
- Cc1csc(SC(C)C(=O)NCC2CCCCC2)n1 (centres undefined)
    4	2	-2	2	-10	-0.8	3	5	2	3
- Cc1cc(NC(=O)c2cc(-c3ccccc3C)nc3ccccc23)no1
    -2	-2	-1	-11	-15	-0.4	1	-2	-2	12
- COc1ccc(NC(=O)CSc2nc(=O)n(CCN3CCOCC3)c3c2CCC3)c(OC)c1
    .	-8	-5	-1	-17	-62	0	.	.	11
- COc1cc(/C=N/NC(=O)c2cc(-c3cccs3)nc3ccccc23)ccc1O
    2	-1	-3	-9	7	0.8	.	4	-19	51
- CC(C)c1ccc(NC(=O)C2CCCN(S(=O)(=O)c3ccc4c(c3)C(C)(C)C(=O)N4C)C2)cc1 (centres undefined)
    4	-3	0	-1	20	-0.3	3	-7	-13	29
- Cn1c(N)c(C(=O)CSc2nnc(-c3ccccc3F)n2N)c(=O)n(C)c1=O
    3	-2	-19	-25	7	-0.3	3	-7	-21	25
- c1ccc2c(c1)[nH]c1c(NCC3CCCO3)ncnc12 (centres undefined)
    32*	2	-6	-3	25	-0.4	-8	6	-65	15
- N#Cc1ccsc1NC(=O)CN1C(=O)NC2(CCCC2)C1=O
    .	.	-6	8	-17	-0.8	-6	.	.	8
- CN(C(=O)COc1ccc(Br)cc1Cl)C1CCCCC1
    -4	-3	4	14	-24	2.9	-1	-2	-21	0
- O=C(Nc1nc2ccc(Cl)cc2s1)c1ccc(Br)o1
    -3	3	23	40	-237	2.3	-15	-1	-59	27
- COc1ccc(N2CCN(C(=O)C3Cc4ccccc4CN3C(=O)c3ccccc3)CC2)cc1 (centres undefined)
    0	-36	-5	2	-16	1.8	-5	3	-17	25
- CC(OC(=O)c1cccc(S(=O)(=O)Nc2ccccc2F)c1)C(=O)NCc1ccc2c(c1)OCO2 (centres undefined)
    -3	-1	-6	1	21	-0.5	6	-2	-16	11
- CCN1CCN(C(c2ccc(F)cc2)c2nnnn2Cc2cccs2)CC1 (centres undefined)
    0	-2	2	0	-16	0.9	6	-1	-32	39
- O=C(Nc1cccc(Cl)c1N1CCCC1)c1ccc([N+](=O)[O-])o1
    4	.	.	.	.	.	1	-8	-13	8
- CCOC(=O)c1sc2nc(C3CC3)cc(-c3ccc(OC)cc3)c2c1N
    3	-4	3	-15	15	-0.7	-36	0	-25	20
- O=C(C1=C[C@H](C2CC2)C[C@H](OCc2ccc(CO)cc2)O1)N1CCOCC1
    7	0	-7	0	1	0.2	-5	1	6	6
- Cc1ccc2nc(-c3ccccc3)cc(C(=O)NCCCn3ccnc3)c2c1
    1	10	4	-18	-12	-0.3	-5	1	0	24
- CN(C(=O)c1cccc(COc2ccc(Cl)cc2Cl)c1)c1ccccc1
    -1	0	-15	-26	-120	2.8	10	-1	-164	29
- O=C1c2ccccc2C(Nc2ccc(Cl)cc2)N1CCN1CCOCC1 (centres undefined)
    0	1	-2	0	-7	0.0	3	-1	-12	21
- O=C(CSc1ccc(F)cc1)NCCSc1ccccc1
    2	1	7	13	-51	0.4	-2	-1	-28	20
- Cc1cc(OCC(=O)NC(C)c2ccccc2)ccc1[N+](=O)[O-] (centres undefined)
    2	6	3	5	7	0.1	-2	-1	-10	4
- COc1ccc(-c2nc(C#N)c(N3CCOCC3)o2)cc1OC
    -4	25	-8	2	-8	-0.2	-89	5	-15	26
- O=C(Cn1cnc([N+](=O)[O-])c1)c1ccc(F)cc1
    .	0	-1	1	5	-0.8	6	.	.	29
- O=C1c2c(Br)c(Br)c(Br)c(Br)c2C(=O)N1c1ccccn1
    3	-3	-5	-13	-112	-0.5	-5	0	-13	13
- CCOC(=O)c1nn(-c2ccccc2C)c(=O)cc1OCC(=O)N1CCN(c2ccccc2)CC1
    .	-6	-1	14	10	-0.4	.	.	.	9

(cont.)
Order of results: HSP90 inh	Platelet DG rel	HSF1 inh	HSF1 activator	aSyn UTR inh	HIF act	HDAC3 inh	IEC-6 cytotox	KLF5 inh	AI-2 QS modul
- O=C(c1ccc(NS(=O)(=O)c2ccccc2)cc1)N1CCCCCC1
    -6	0	-6	-8	1	-0.6	-6	2	-27	24
- Cc1ccc(CNC(=O)CCS(=O)(=O)c2ccc(Br)cc2)cc1
    0	-4	-7	15	7	0.0	.	-4	1	5
- C=C(C)CSc1nc2sc3c(c2c(=O)n1-c1ccc(OC)cc1)CCN(C)C3
    4	-2	2	9	4	-2.4	3	-3	-30	12
- CCCOc1ccc(-c2c(C(=O)N/N=C/c3ccc(OC)cc3)nnn2-c2nonc2N)cc1
    -1	2	2	3	16	-0.3	-19	-2	-3	33
- C/C(NCC(C)(C)CN(C)C)=C(/C#N)C(=O)NCc1ccccc1
    0	-1	-3	3	-1	0.2	7	-4	-27	5
- Cc1ccccc1NC(=O)Cc1c[nH]c2ccccc12
    -2	2	6	7	-9	0.5	-12	6	-9	11
- COc1ccc(N(CC(=O)Nc2ccc(C)cn2)S(=O)(=O)c2c(C)noc2C)cc1
    -4	-4	-3	4	-12	0.8	9	4	-25	11
- COc1ccc(N2CCN(C(=O)c3cccn4c(=O)c5ccccc5nc34)CC2)cc1
    3	4	0	-3	14	0.5	-1	1	-27	41
- CCCCCOc1ccc(NC(=O)c2cc(SC)ccc2Cl)cc1
    -5	-7	12	-6	7	.	5	3	-29	13
- CC(=O)Nc1ccc(S(=O)(=O)Nc2nc3ccccc3nc2N2CCc3ccccc3C2)cc1
    0	5	18	32	-36	1.8	-12	0	-12	13
- CCOc1ccc(N2C(=O)C3C(c4ccccc4F)NN(C(=O)c4ccc(C)cc4)C3C2=O)cc1 (centres undefined)
    -1	-7	-2	0	4	0.1	-1	-5	5	53
- COc1ccccc1N1CC(C(=O)OCC(=O)c2ccc(F)cc2)CC1=O (centres undefined)
    0	1	0	-4	2	-0.7	0	-3	-7	17
- COc1ccc(CN2C(=O)c3c(c(C)n(C)c3C)C2C(=O)NC2CCC(C)CC2)cc1 (centres undefined)
    2	-3	6	26	-25	-2.2	1	2	-22	9
- CCOc1ccc(NC(=O)c2ccc(CNc3c(N4CCCC4)c(=O)c3=O)cc2)cc1
    0	1	0	-4	2	-0.4	6	-3	-10	13
- Cc1c(NC(=O)C(C)OC(=O)C23CC4CC(CC(Br)(C4)C2)C3)c(=O)n(-c2ccccc2)n1C (centres undefined)
    -1	-5	-1	-14	0	-0.8	0	-4	-13	1
- COc1ccccc1-n1c(=S)[nH]c2c(sc(=S)n2-c2ccc(C)cc2C)c1=O
    1	6	-6	-11	1	0.5	5	1	-1	16
- COc1ccc(S(=O)(=O)N(CC(=O)Nc2ccc3c(c2)OCO3)c2ccccc2OC)cc1
    -2	2	-7	6	-2	-0.3	9	-1	-3	6
- CCc1ccccc1N/N=C(/C)c1c(O)cc(C)oc1=O
    -2	-3	-9	-3	8	0.1	9	3	0	23
- CCc1ccc(NC(=O)C(C)Sc2nc(-c3ccco3)c(C#N)c(=O)[nH]2)cc1 (centres undefined)
    0	-3	2	-14	21	-0.1	2	0	-14	9
- CCn1c(CNC(=O)c2ccccc2F)nnc1SCC(=O)NC1CCCCC1C (centres undefined)
    0	3	8	12	11	-0.3	3	-1	-21	1
- CC1CCCCC1NC(=O)c1cc2c(=O)n3ccccc3nc2n1C (centres undefined)
    -2	-11	7	2	-66	2.5	-123	1	-50	20
- O=C(NCCc1ccccc1F)C1CC(=O)N(c2ccccc2)C1 (centres undefined)
    -1	3	-2	2	5	0.8	3	-7	-13	13
- O=C(NCc1ccc(F)cc1)C(c1ccccc1)N(C(=O)c1csnn1)c1ccccc1 (centres undefined)
    0	-1	0	33	-7	0.1	?	-4	-1	23
- CS(=O)(=O)NN1C(=O)c2ccccc2NC1c1ccccc1 (centres undefined)
    -3	-6	-1	25	3	0.2	-12	-4	-14	27
- Cc1nc(SCc2ccc(F)cc2)c2oc3ccccc3c2n1
    -4	7	-6	0	-9	0.2	3	-8	-12	19
- O=S(=O)(NCCSCc1c(Cl)cccc1Cl)c1ccc2c(c1)OCCO2
    2	-5	6	18	-19	-0.1	5	-3	-5	3
- O=[N+]([O-])c1ccc(Cl)cc1Sc1cccc2cccnc12
    0	1	-13	-20	12	0.1	-3	0	-54	28
- CCNc1nc(SCc2ccccc2)nc(N2CCOCC2)n1
    -1	-4	-1	5	49	-0.4	-5	0	2	12
- Cc1nnc(NC(=O)C2CCCO2)s1 (centres undefined)
    -2	-9	0	-4	-16	0.2	-3	-4	-13	-6
- CCOC(=O)c1ccc2c(c1)n(CCCS(=O)(=O)[O-])c(/C=C/c1ccc(Cl)cc1)[n+]2CC
    0	-3	6	-3	-1	-1.0	.	0	-6	18

Continuation.
Order of results: HSP90 inh	Platelet DG rel	HSF1 inh	HSF1 activator	aSyn UTR inh	HIF act	HDAC3 inh	IEC-6 cytotox	KLF5 inh	AI-2 QS modul
- COc1ccccc1NC(=S)NNC(=O)c1nn(C)cc1Cl
    0	1	6	16	3	0.0	-3	3	-9	6
- Nn1cnnc1N/N=C/c1ccccc1C(F)(F)F
    4	5	29	?	13	0.1	8	-3	-5	12
- CC(=O)c1cccc(NC(=O)COC(=O)c2n[nH]c3ccccc23)c1
    -6	0	-2	-3	-13	0.2	4	4	0	-81*
- CCOC(=O)c1[nH]c(=O)[nH]c1CSc1ccccn1
    0	-2	.	.	20	0.3	-7	-1	-15	30
- CCOc1ccc(OCC(=O)N2CCC3(CC2)CC(=O)c2ccccc2O3)cc1
    .	0	-3	-2	14	-11	-2	.	.	15
- CC(NC(=O)c1ccc(C(C)(C)C)cc1)C(c1cccs1)N1CCOCC1 (centres undefined)
    -1	-2	26	69*	6	0.2	-2	4	-18	4
- O=C(Nc1ccc(S(=O)(=O)Nc2ncccn2)cc1)c1ccc(S(=O)(=O)N2CCCC2)cc1
    -2	0	-7	-2	10	0.1	-4	5	-16	3
- CCOC(=O)CCC(=O)c1c(C)oc2ccc(OC)cc12
    1	-10	-3	0	15	-0.4	6	3	13	28
- COc1ccc(SC[C@H](Cc2ccccc2)N2CCN(CCc3ccccc3)CCC2=O)cc1
    .	11	-4	-1	9	-0.8	9	.	.	1
- O=C(/C=C/c1ccc(Cl)cc1Cl)c1nc2ccccc2[nH]1
    1	1	10	19	4	0.7	-8	-1	-8	11
- O=C(NC1CC1)c1ccc2c(c1)ncn2C1CCCC1
    4	0	0	2	9	1.0	1	2	-43	13

Compound activity from PubChem.
